High-throughput results as filed in PubChem.
ADAM10 inh: ADAM10 inhibition, QFRET primary screen; O14672; recombinant ADAM10, EDANS/DABCYL FRET peptide cleavage, 3 h; inhibition, % at 7 µM; actives 0.62% (n = 370,000);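 active = inhibition above a per-campaign cutoff equal to the mean of compounds falling between control-based bounds plus 3 SD, cut at about 20% in these data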;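 also: 0% = DMSO wells while the 100% control is not disclosed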
HGIII-sPLA2 inh: Inhibits HGIII-sPLA2 liposome hydrolysis, primary screen | actives 0.56% (n = 370,000) | QFRET BODIPY PC-A2 liposome hydrolysis, fluorescence | Q9NZ20 | inhibition, % at 12.2 µM;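 active = inhibition above mean plus 3 SD of compounds lying within the high and low control bounds, cut at about 19% in these data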;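 also: 0% = median of test compound wells and 100% = no enzyme DMSO wells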
hgDAF-12 ag: hgDAF-12 agonism, primary luciferase screen | HEK293 GAL4-hgDAF12 UAS-luciferase reporter, agonist luminescence; normalized to butyrate control | activation, % at 6.8 µM | actives 1.8% (n = 370,000) | AID 687014;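 active = activation above a cutoff set at the mean of all screened compounds plus 3 SD, cut at about 10% in these data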;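 also: 0% = DMSO wells and 100% = sodium butyrate wells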
FXN GAA850 act: increases GAA850 frataxin promoter reporter activity. actives 0.56% (n = 360,000). HEK293 lucGAA850 FXN promoter luciferase reporter, 24 h; percent of 10 µM SAHA response. activation, % at 6 µM;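 active = activation above the average of all compounds screened plus 3 SD, cutoff fixed separately per campaign, cut at about 7.5% in these data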;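 also: 0% = DMSO wells and 100% = 10 µM SAHA wells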
DAX1 inh-1: inhibits human nuclear receptor DAX1; HEK293 Gal4-DAX1 luciferase reporter, luminescence; inhibition, % at 6.75 µM; actives 0.99% (n = 340,000); AID 504766;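 active = inhibition above the mean over all tested compounds plus 3 SD, cut at about 4.2% in these data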;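 also: 0% = DAX1-transfected cells with DMSO and 100% = empty-vector control cells with DMSO; inhibition shows as a rise in luminescence from relieved DAX1 repression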
hcDAF12 agonist: activators of H. contortus DAF-12 nuclear receptor; HEK293 hcDAF-12 lit1-tk-luc reporter, luminescence; 0% DMSO, 100% Δ7-dafachronic acid; activation, % at 6.8 µM; actives 1.4% (n = 370,000);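 active = activation above the mean of all tested compounds plus 3 SD, cut at about 5.5% in these data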;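 also: 100% = response to 3 µM Δ7-dafachronic acid high control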
SMARCA2 activ: activators of SMARCA2 function. activation, % at 9.1 µM. MG213 cells, MMTV-luciferase reporter, dexamethasone, overnight. actives 1% (n = 370,000); in the data active = activation above about 7.8%;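 also: 0% = vehicle wells and 100% = reference activator wells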
DAX1 inh-2: inhibitors of DAX1 repression of SF-1 activated StAR promoter; actives 1.1% (n = 370,000); inhibition, % at 6.8 µM; HEK293T StAR-luciferase reporter, SF-1/DAX-1 repression relief; AID 652010;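 active = inhibition above the mean over all tested compounds plus 3 SD, cut at about 3.6% in these data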;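 also: 0% = DAX-1 cells with DMSO and 100% = cells lacking DAX-1 with DMSO; higher inhibition means more luminescence from relief of DAX-1 repression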
ssDAF12 agonist: S. stercoralis DAF-12 activation, primary screen. actives 1% (n = 370,000). activation, % at 6.8 µM. AID 652126. HEK293 ssDAF-12/GRIP1 lit1-tk-luc reporter, luminescence; % of 3 µM dafachronic acid response;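 active = activation above the mean over all tested compounds plus 3 SD, cut at about 0.9% in these data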;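 also: 0% = DMSO-only wells and 100% = 3 µM delta7-dafachronic acid wells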
GC-B act: GC-B (human) receptor activation | P20594 | HEK293-GC-B cells, CNP EC30, cGMP TR-FRET; 0% at EC30 CNP, 100% saturating CNP | activation, % at 10 µM | actives 0.11% (n = 370,000) | AID 1920062;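 active = activation at 10 µM reaching about 35% in either raw or pattern-adjusted values, limit read from the data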
GC-A act: GC-A (human) enzyme activation; activation, % at 10 µM; HEK293 GC-A cells, cGMP TR-FRET, EC30 ANP; 0% at EC30 ANP, 100% saturating ANP; AID 1671463; P16066; actives 0.14% (n = 370,000); in the data active = activation above about 40%
Target sequence (P16066 whole entry, looked up): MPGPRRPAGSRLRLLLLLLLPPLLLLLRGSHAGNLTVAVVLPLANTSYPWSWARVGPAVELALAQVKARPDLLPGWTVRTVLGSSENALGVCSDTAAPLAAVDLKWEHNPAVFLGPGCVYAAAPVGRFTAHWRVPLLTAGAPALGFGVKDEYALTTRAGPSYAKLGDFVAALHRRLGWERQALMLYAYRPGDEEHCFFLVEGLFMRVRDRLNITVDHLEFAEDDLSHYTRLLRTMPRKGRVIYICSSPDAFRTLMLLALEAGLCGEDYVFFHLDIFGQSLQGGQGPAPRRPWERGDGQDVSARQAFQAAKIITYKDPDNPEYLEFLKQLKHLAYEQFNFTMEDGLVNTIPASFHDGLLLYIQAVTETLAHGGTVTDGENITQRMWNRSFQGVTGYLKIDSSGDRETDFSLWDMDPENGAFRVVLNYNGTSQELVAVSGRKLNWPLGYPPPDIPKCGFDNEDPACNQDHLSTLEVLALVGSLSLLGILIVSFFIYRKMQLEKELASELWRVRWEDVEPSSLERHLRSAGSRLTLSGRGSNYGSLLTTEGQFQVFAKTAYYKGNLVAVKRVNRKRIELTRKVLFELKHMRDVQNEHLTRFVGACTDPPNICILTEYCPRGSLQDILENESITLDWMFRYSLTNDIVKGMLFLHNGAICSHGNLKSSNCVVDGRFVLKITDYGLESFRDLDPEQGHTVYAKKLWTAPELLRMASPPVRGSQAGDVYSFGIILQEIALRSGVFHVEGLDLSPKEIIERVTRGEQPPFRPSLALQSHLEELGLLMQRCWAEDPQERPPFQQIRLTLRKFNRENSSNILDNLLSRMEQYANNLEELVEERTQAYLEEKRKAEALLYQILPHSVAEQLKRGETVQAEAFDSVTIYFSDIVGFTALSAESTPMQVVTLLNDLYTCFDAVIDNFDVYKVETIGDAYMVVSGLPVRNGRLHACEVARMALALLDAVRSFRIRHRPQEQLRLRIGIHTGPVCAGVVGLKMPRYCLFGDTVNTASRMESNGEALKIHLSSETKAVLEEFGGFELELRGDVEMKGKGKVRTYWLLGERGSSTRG
* marks the source's active call; other numbers are inactive results; i = inactive; & = joins results of further samples.

The line under a structure holds: ADAM10 inh, HGIII-sPLA2 inh, hgDAF-12 ag, FXN GAA850 act, DAX1 inh-1, hcDAF12 agonist, SMARCA2 activ, DAX1 inh-2, ssDAF12 agonist, GC-B act, GC-A act
c1ccc(-c2nc(N3CCCC3)nc3ccccc23)cc1
  -46, 6, -3.6, 3.9, -0.8, -0.8, -4, -0.5, -0.5, -4, -12
CCOC(=O)c1c(C)[nH]c(C=O)c1Cc1cccc(Cl)c1
  15, -6, -7.9, 3.8, -1.0, -2.6, 0, -1.3, -1.8, -12, -22
CC(C)(C)NC(=O)C1CCC(CNS(=O)(=O)c2cccc3nsnc23)CC1 (centres undefined)
  -3, -2, -0.3, 1.8, 0.0, 0.1, -3, -0.6, -1.4, 1, 0
O=C(NCCCO)NC(=S)c1cccc2ccccc12
  0, 5, 0.8, 0.8, -1.0, -0.2, -3, -0.1, -1.6, 5, 2
O=C(Nc1ccc(N2CCN(C(=O)c3ccco3)CC2)cc1)c1ccc(Br)cc1
  -2, 1, -1.2, -0.4, 0.0, -2.4, -4, -0.5, -1.5, -2, -3
Fc1cccc(CCN2C(=S)NC[C@@H]2CC2CCCCC2)c1
  11, 7, -1.2, -0.6, 0.8, -1.3, -2, -0.3, -1.6, -8, -7
O=C1SC(SCc2ccccc2)=N/C1=C\c1ccc(C(=O)O)cc1
  -11, 3, 0.4, -0.4, -1.9, -1.3, -2, -0.2, -2.0, -2, 9
O=C(O)Cn1c(O)c(C=Nc2ccccc2)sc1=S
  0&0, -3&6, 0.7&1.5, 2.7&0.3, -0.6&-0.2, -1.4&-0.8, -2&-4, 0.6&0.2, -0.9&-1.0, -4&5, -4&1
COc1cccc(CC(NC(C)=O)C(=O)NC2CCN(S(=O)(=O)c3ccc(C)cc3)CC2)c1OC (centres undefined)
  -8, 7, -1.0, 0.5, -0.2, 0.9, -3, -0.4, -0.5, 2, 6
O=C1CC[C@@H](CN(Cc2ccccn2)Cc2nc(Cc3cccc(C(F)(F)F)c3)no2)N1
  12, 2, 0.1, 0.5, -0.7, -2.1, 1, -0.3, 0.0, -2, 0
CCOc1ccc(S(=O)(=O)N(C)CC(=O)NCc2ccccn2)cc1
  2, 0, 1.7, -2.1, -0.1, 0.5, 0, -0.3, -1.0, 5, 3
CCC1CCCCN1CCNC(=O)c1[nH]c(C)c(C(C)=O)c1C (centres undefined)
  -12, 3, -0.7, -0.7, -0.2, -1.2, 2, -0.4, -1.0, -2, 7
COc1ccc2cc(C(=O)NCC3CCCO3)[nH]c2c1 (centres undefined)
  -15, -4, 6.0, 2.6, 0.9, 4.7, 1, 0.3, -0.4, 1, -5
Cn1c(=O)c2c(ncn2CC(=O)OCC(=O)Nc2cc(Cl)ccc2C#N)n(C)c1=O
  1, -4, 0.3, 0.1, 0.8, 6.0*, -2, 0.2, 0.7, -12, -2
CCCCS(=O)(=O)CC(COc1ccccc1)OC(=O)c1ccccc1 (centres undefined)
  -3, -24, -2.1, -2.8, 1.1, -3.1, 1, -2.0, -1.5, -2, -4
CCOc1ccc(CC(=O)Nc2cccc(-c3ccc4nnc(C)n4n3)c2)cc1
  -7, -10, -3.3, 2.9, 0.7, -1.1, -3, -0.7, -1.7, 0, 5
O=C(Nc1cc(C(F)(F)F)ccc1N1CCOCC1)C1CCCO1 (centres undefined)
  -4, 10, -0.6, 4.7, -0.2, -0.2, -4, 0.7, -1.7, 3, -2
O=C(CN1C(=O)C2C3C=CC(C3)C2C1=O)N1CCc2ccccc2C1 (centres undefined)
  -2, 2, 1.2, 0.8, 0.0, -0.9, 0, 1.9, -0.8, 2, 1
Cc1cc(C(=O)NNc2ccc(C(C)C)cc2)n(C(C)(C)C)n1
  4, 6, -1.8, 1.8, 0.8, 0.2, -4, 0.5, -1.8, 1, 2
COc1ccccc1NC(=O)c1cc[n+]([O-])cc1
  1, -3, -2.0, -0.3, 2.5, -2.1, 1, -0.4, -1.2, 3, -4
Cc1c(Cl)cccc1NC(=O)CCC(=O)NNC(=O)c1ccco1
  14, 1, -2.1, -0.8, 0.8, -0.7, -2, 0.8, -1.2, 1, 1
CCn1cc(S(=O)(=O)Nc2cc(F)ccc2C)cn1
  -3, -1, 4.0, 0.9, -0.4, -0.9, 0, 0.2, -1.2, 1, -2
CCN1CCSc2ccc(C(=O)NCc3ccccc3F)cc21
  i, 1, -0.1, 1.8, 0.7, -0.6, -1, -0.9, -1.7, -1, -2
CCCC(=O)Nc1c(-c2ccccc2)c(=O)c(C)nn1-c1ccc(C)cc1
  -9, 1, 0.5, 0.4, 0.8, -0.4, -2, -0.4, -0.8, 4, -1
Cc1cc(C)c(OCCNC(=O)c2ccccc2Sc2ccccc2C#N)c(C)c1
  11, -24, -1.8, 0.4, -1.0, -4.3, -2, -0.3, -2.2, -5, -6
O=C(COc1ccc(Cl)cc1Cl)OCn1nnc2ccccc2c1=O
  5, -2, -1.9, 1.9, 0.2, -1.1, -7, 0.1, -0.6, -5, 3
O=C1CSC(c2ccccc2)N1CC(O)c1ccc([N+](=O)[O-])cc1 (centres undefined)
  -6, -7, -2.5, 1.3, -0.4, -1.8, 1, -0.6, -1.7, -3, 0
Cc1occc1-c1nnc(SCC(=O)NC2CC2)n1C
  -7, -6, -1.7, -0.6, 0.6, -0.1, 2, -1.1, -1.1, 2, 0
CC1CCCC(NC(=O)COC(=O)c2n[nH]c3ccccc23)C1C (centres undefined)
  -3, -26, -0.8, 0.5, 0.1, -0.2, -4, -2.7, -1.4, -1, -1
Cc1ccc(C(=O)Nc2ccc(N3CCN(C(=O)c4ccco4)CC3)cc2)c(Cl)c1
  5, -4, -2.9, 0.6, -0.6, -4.1, -4, -0.4, -1.5, 4, 4

Two of these compounds in a different format:
structure: Cc1occc1-c1nnc(SCC(=O)NC2CC2)n1C
- ADAM10 inh: -7
- HGIII-sPLA2 inh: -6
- hgDAF-12 ag: -1.7
- FXN GAA850 act: -0.6
- DAX1 inh-1: 0.6
- hcDAF12 agonist: -0.1
- SMARCA2 activ: 2
- DAX1 inh-2: -1.1
- ssDAF12 agonist: -1.1
- GC-B act: 2
- GC-A act: 0

structure: CCn1cc(S(=O)(=O)Nc2cc(F)ccc2C)cn1
- ADAM10 inh: -3
- HGIII-sPLA2 inh: -1
- hgDAF-12 ag: 4.0
- FXN GAA850 act: 0.9
- DAX1 inh-1: -0.4
- hcDAF12 agonist: -0.9
- SMARCA2 activ: 0
- DAX1 inh-2: 0.2
- ssDAF12 agonist: -1.2
- GC-B act: 1
- GC-A act: -2

Looked up by compound from the entries so far, two records:
The line under a structure holds: ADAM10 inh, HGIII-sPLA2 inh, hgDAF-12 ag, FXN GAA850 act, DAX1 inh-1, hcDAF12 agonist, SMARCA2 activ, DAX1 inh-2, ssDAF12 agonist, GC-B act, GC-A act
Cc1cc(C)c(OCCNC(=O)c2ccccc2Sc2ccccc2C#N)c(C)c1
  11, -24, -1.8, 0.4, -1.0, -4.3, -2, -0.3, -2.2, -5, -6
Cc1c(Cl)cccc1NC(=O)CCC(=O)NNC(=O)c1ccco1
  14, 1, -2.1, -0.8, 0.8, -0.7, -2, 0.8, -1.2, 1, 1

Later entries:
The line under a structure holds: ADAM10 inh, HGIII-sPLA2 inh, hgDAF-12 ag, FXN GAA850 act, DAX1 inh-1, hcDAF12 agonist, SMARCA2 activ, DAX1 inh-2, ssDAF12 agonist, GC-B act, GC-A act
CC(=O)Nc1ccc(NC(=O)CSc2nncn2C)cc1
  -5, 2, -1.6, 0.9, 0.3, 1.8, -2, -0.4, -0.5, 2, 0
Cc1cccc(C)c1NC(=O)CN
  -5, 6, -2.2, 2.4, 2.0, 0.2, -3, 0.8, -0.5, 7, 3
O=[N+]([O-])c1cc(C(F)(F)F)ccc1NCCCCNS(=O)(=O)c1ccc2ccccc2c1
  -2, -6, -1.1, 1.7, -1.0, -1.2, -3, 0.6, -1.1, 4, -1
Cn1c(N)c(-c2nc3cccnc3n2C)sc1=S
  -3, 7, -1.1, 1.1, 4.2*, 0.2, -3, -0.2, -1.0, -9, 2
Cc1ccc(S(=O)(=O)N2CCC(C(=O)Nc3ccccc3N3CCCC3)CC2)cc1
  -2, -4, -1.3, 0.9, -1.9, -2.0, -3, 2.3, -0.8, 3, -1
CCN(C(=O)c1cc2c(=O)[nH]c3ccc(C)cc3c2s1)c1ccc(OC)cc1
  -2, -1, -1.5, -0.7, 0.1, -0.7, 0, -0.2, -0.4, 8, 2
COC(=O)c1ccc(CN2C(=O)NC(Cc3c[nH]c4ccccc34)C2=O)cc1 (centres undefined)
  0, -85, 1.7, 2.6, -0.6, -0.6, 0, -0.6, -0.9, -1, -2
O=C(COc1ccccc1)NCC(c1ccco1)N1CCCCC1 (centres undefined)
  -9, 5, 0.2, 0.9, -0.8, 3.4, 0, 1.1, 0.1, -3, -1
Cc1ccc(S(=O)(=O)Nc2nc(C)c(NC(=O)OCCCl)s2)cc1
  0, 6, 0.4, -1.4, 2.2, -1.5, -4, 0.6, -1.7, 0, 3
CC(C)(Oc1ccc(F)cc1)C(=O)OCC(=O)c1ccc(S(C)(=O)=O)cc1
  -3, -9, -1.5, -0.1, -0.1, -1.5, -1, -1.9, -0.8, -3, -1
COc1ccc(CNC(=O)Nc2ccc(C)cc2C)cc1
  4, -4, 1.4, 0.7, 1.0, -0.1, -1, 0.3, -0.8, -5, -2
COc1ccc(NC(=O)C(Cc2ccccc2)n2cccc2)cc1 (centres undefined)
  9, -39, 3.3, 1.7, -0.9, -0.6, -1, 0.1, -1.6, -5, 1
COC(=O)[C@]1(CC(C)C)N[C@H](c2ccc(-c3ccccc3)cc2)[C@@H]2C(=O)N(C)C(=O)[C@@H]21
  7, 11, -0.5, 0.7, -1.3, 0.2, 1, 1.2, -1.4, -5, -2
CN(Cc1nc2ccccc2c(=O)[nH]1)Cc1nc2ccsc2c(=O)[nH]1
  5, 4, 0.2, 1.0, 0.3, -0.4, 1, 0.6, -1.0, -2, -2
Cn1c(=O)[nH]c(=O)c2c1nc(CN1CCN(c3ccccc3F)CC1)n2CCCc1ccccc1
  2, 4, 1.2, -3.9, 1.0, -2.0, 2, -1.1, -0.7, -1, 0
O=C(COC(=O)CNC(=O)C1CCCCC1)Nc1ccc(Br)cc1Br
  -4, 4, 0.3, 0.3, -0.7, 1.7, -3, 0.7, -0.9, 1, -4

Compounds as they come, and some 6.6% of all compounds hit somewhere here.
